TEAD-YAP block – TEAD-YAP interaction inhibition | HEK-TIYL cells, TEAD-Gal4/YAP UAS-luciferase luminescence | inhibition, % at 9.12 µM | 640,000 tested, 1.4% active | AID 1259422; in the data active = inhibition above about 32%;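 note: 0% = median of test compound wells and 100% = reference inhibitor wells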
FBW7 act – activators of human E3 ligase FBW7. Q969H0. AlphaScreen FBW7–phospho-cyclin E peptide binding, activator screen. normalized activity (activation), % at 26.1 µM. 650,000 tested, 0.13% active. AID 1259310; in the data active = normalized activity above about 1.9%;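 note: purified mutant Fbw7 with reduced substrate affinity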
MITF inh – human MITF inhibition, primary screen; inhibition, % at 2.6 µM; O75030; AlphaScreen MITF homodimerization, bead proximity signal; 650,000 tested, 0.91% active; AID 1259374; in the data active = inhibition above about 50%;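 note: 0% = vehicle wells with protein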
Target sequence (O75030 whole entry, looked up): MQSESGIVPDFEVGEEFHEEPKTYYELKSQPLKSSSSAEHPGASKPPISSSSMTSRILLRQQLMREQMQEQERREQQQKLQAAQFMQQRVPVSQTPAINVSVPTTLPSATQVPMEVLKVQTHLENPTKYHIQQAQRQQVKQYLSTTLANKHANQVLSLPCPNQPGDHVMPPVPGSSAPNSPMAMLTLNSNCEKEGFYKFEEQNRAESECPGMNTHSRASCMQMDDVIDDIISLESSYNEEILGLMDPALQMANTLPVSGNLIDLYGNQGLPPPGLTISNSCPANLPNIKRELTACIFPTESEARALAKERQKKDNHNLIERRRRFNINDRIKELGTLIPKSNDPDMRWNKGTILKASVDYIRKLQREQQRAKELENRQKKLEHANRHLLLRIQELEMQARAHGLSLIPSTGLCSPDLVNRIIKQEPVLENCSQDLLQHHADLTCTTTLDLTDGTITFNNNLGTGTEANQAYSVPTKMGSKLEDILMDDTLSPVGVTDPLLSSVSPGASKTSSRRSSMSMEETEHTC
GPR151 ag – activates the human receptor GPR151; Q8TDV0; PathHunter beta-arrestin GPR151 cells, luminescence; activation, % at 11.2 µM; 650,000 tested, 1% active; AID 1508602; in the data active = activation above about 4.9%;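 note: 0% = median of compound wells and 100% = cells with positive control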
Target sequence (Q8TDV0 whole entry, looked up): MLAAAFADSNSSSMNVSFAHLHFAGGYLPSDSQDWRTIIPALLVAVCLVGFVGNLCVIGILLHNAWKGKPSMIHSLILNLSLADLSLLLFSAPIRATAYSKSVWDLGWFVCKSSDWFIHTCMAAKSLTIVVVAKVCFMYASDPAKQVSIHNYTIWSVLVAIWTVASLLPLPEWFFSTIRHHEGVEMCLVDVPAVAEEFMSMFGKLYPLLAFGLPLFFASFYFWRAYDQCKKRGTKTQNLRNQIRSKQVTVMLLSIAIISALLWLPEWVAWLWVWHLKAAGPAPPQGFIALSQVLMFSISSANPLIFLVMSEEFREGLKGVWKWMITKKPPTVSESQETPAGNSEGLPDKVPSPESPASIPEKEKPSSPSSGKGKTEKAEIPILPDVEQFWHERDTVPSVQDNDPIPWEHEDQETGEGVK
* marks the source's active call; other numbers are inactive results; . = no result given.

SMILES	TEAD-YAP block	FBW7 act	MITF inh	GPR151 ag
Cc1ccsc1CN1CCN2C(=O)[C@@H](CC(C)C)NC(=O)[C@H]2C1	-5	-0.1	-7	0.0
CC(NC(=O)NC1CCCCC1)C(c1ccccc1)N1CCN(C)CC1 (stereo unspecified)	7	0.2	15	-0.7
COc1ccc(OC)c(/C=C/c2c([N+](=O)[O-])c(=O)n(C)c(=O)n2C)c1	11	0.1	11	1.0
COC(=O)C1=C(C)N(Cc2ccco2)C(=O)/C1=C\c1ccccc1C(F)(F)F	0	-0.3	-2	-0.4
COc1cc(-c2nc(-c3ccccc3Cl)no2)cc(OC)c1OC	5	0.2	2	-1.3
O=C(NCc1cccnc1)c1ccc2c(=O)n(-c3ccccc3F)c(=S)[nH]c2c1	-11	-0.1	6	-0.3
CCC(Sc1nc2c(c(=O)n1CC)SC(C)C2)C(=O)OC (stereo unspecified)	6	-0.1	20	-0.2
COc1cc(C2NC(=S)NC(C)=C2C(=O)OC(C)(C)C)cc(Br)c1OC (stereo unspecified)	-4	0.9	39	-1.4
Cc1ccc(-n2c(-c3cccnc3)nn(CN3CCOCC3)c2=S)c(C)c1	0	0.0	-3	1.6
NC(=O)C1CCN(C(=O)c2ccc3c(=O)n(-c4ccccc4)c(SCCC(=O)O)nc3c2)CC1	-9	0.2	5	1.5
Cc1cc(C)c(C#N)c(SCC(=O)Nc2ccc(S(=O)(=O)Nc3nccs3)cc2)n1	-3	-0.1	1	-0.7
CCN(CC)c1ccc(C2C(C(=O)OCCOc3ccccc3)=C(C)NC3=C2C(=O)CCC3)cc1 (stereo unspecified)	3	-0.1	-3	-0.7
Cc1cc(C(=O)COC(=O)C(C)NC(N)=O)c(C)n1Cc1ccco1 (stereo unspecified)	-17	-0.1	-7	0.8
N#Cc1ccc2ccn(CC(=O)NC3CCCCCC3)c2c1	-6	-0.1	-1	-1.0
COc1ccc(CN2CCN(Cc3ccc(C#CC(C)(C)O)cc3)CC2CCO)c(F)c1 (stereo unspecified)	5	-0.1	-2	1.8
CC(=O)N1CN(C(C)(C)C)Cc2c1sc1c2CCCC1	5	0.0	-3	0.2
COC(=O)N/N=C/c1cc(C)n(-c2ccc(Br)cc2)c1C	-7	0.0	0	0.1
CCCCNC(=O)CSc1nc2ccccc2n1S(=O)(=O)c1ccc(C)cc1	2	0.1	8	2.1
CCOc1ccc(OCC(=O)NNC(=O)c2cc(-c3ccccc3)n[nH]2)cc1	3	0.0	-16	-0.2
O=C(CSc1nnc(CN2C(=O)c3cccc4cccc(c34)C2=O)n1-c1ccccc1)NCc1ccco1	7	-0.1	4	0.6

5 records drawn at random from those above:
SMILES	TEAD-YAP block	FBW7 act	MITF inh	GPR151 ag
NC(=O)C1CCN(C(=O)c2ccc3c(=O)n(-c4ccccc4)c(SCCC(=O)O)nc3c2)CC1	-9	0.2	5	1.5
COC(=O)N/N=C/c1cc(C)n(-c2ccc(Br)cc2)c1C	-7	0.0	0	0.1
COc1cc(C2NC(=S)NC(C)=C2C(=O)OC(C)(C)C)cc(Br)c1OC (stereo unspecified)	-4	0.9	39	-1.4
N#Cc1ccc2ccn(CC(=O)NC3CCCCCC3)c2c1	-6	-0.1	-1	-1.0
Cc1ccsc1CN1CCN2C(=O)[C@@H](CC(C)C)NC(=O)[C@H]2C1	-5	-0.1	-7	0.0

Next results
SMILES	TEAD-YAP block	FBW7 act	MITF inh	GPR151 ag
O=C(C1=C(O)C(=O)N(CCN2CCOCC2)C1c1ccccc1F)c1ccco1 (stereo unspecified)	-3	-0.1	3	-0.3
COC(=O)c1cc(NC(=O)C(c2ccccc2)c2ccccc2)cc(C(=O)OC)c1	-6	0.1	4	-1.2
O=C(Cn1nc2c3ccccc3nc(C3CC3)n2c1=O)Nc1ccccc1-c1ccccc1	-4	0.0	5	0.6
O=C(NNC(=O)c1ccc(NC(=O)C2CCCCC2)cc1)c1ccc(F)cc1	-12	0.0	-2	1.1
O=C(Nc1ccc(Nc2cc(-n3cccn3)ncn2)cc1)c1cccc(F)c1	-15	0.0	3	3.2
Cn1nc(Cl)c2ccccc2c1=O	-3	0.1	-13	0.8
Nc1ccc(C(=O)OCc2ccncc2)cc1[N+](=O)[O-]	2	-0.1	3	0.3
Cn1nc2c(c1NC(=O)c1ccc3c(c1)OCCO3)CCC2	-19	0.1	2	-0.6
Cc1nnnn1Cc1ccccc1	-10	-0.1	9	-0.9
CCOC(=O)c1ccc(NC(=S)N2CCCC(C(=O)N3CCCC3)C2)cc1 (stereo unspecified)	-9	-0.1	-4	-0.3
O=C(CN1CCN(Cc2ccccc2)CC1)Nc1ccc(OC(F)(F)F)cc1	3	0.1	16	1.8
COc1ccc(Br)cc1C(=O)NCc1ccc(C(=O)O)cc1	1	0.1	15	-1.1
O=C(c1ccco1)N1CCCn2c1nc1ccccc12	1	0.0	0	-0.4
O=C(CSCc1ccccc1)Nc1nnc(SCC(=O)N2CCOCC2)s1	0	0.0	3	1.1
CC(c1ccccc1F)n1cc(C(=O)NCCN2CCCC2)nn1 (stereo unspecified)	3	-0.1	1	1.3
CCN(CCN1CCCC1)C(=O)CC1C(=O)NCCN1CC1CCCCC1 (stereo unspecified)	-2	0.4	6	0.5
Cc1ccc(-n2cc(-c3ccccc3)c3c(N4CC(C)OC(C)C4)ncnc32)cc1Cl (stereo unspecified)	-2	0.0	-1	-0.7
Oc1c(F)cccc1C=Nc1ccc2oc(-c3cccnc3)nc2c1	-43	0.1	7	-1.4
CCOC(=O)C1=C(C)N=c2s/c(=C\c3ccc(OCc4cccc(C(=O)O)c4)c(OC)c3)c(=O)n2C1c1ccc(OC)cc1 (stereo unspecified)	-46	0.3	3	-1.4
Cc1cc(C)n2ncc(C(=O)N3CCN(c4cccc(C)c4C)CC3)c2n1	1	-0.1	6	-0.7
COc1cc(C#N)c(Br)c(Br)c1OC	0	1.2	13	-1.1
O=C(NCc1ccco1)c1ccc(Sc2ccc(F)cc2)c([N+](=O)[O-])c1	1	-0.2	-1	0.4
COc1ccc(-n2nc(C(=O)NCC(=O)N3CCOCC3)c3ccccc3c2=O)c(OC)c1	-3	0.2	-2	-0.7
CCOc1ccc(CN2CCN(c3ccccn3)CC2)cc1	11	-0.1	25	-0.2
Cc1[nH]c2ccccc2c1C1c2cc([N+](=O)[O-])ccc2OC2(N3CCOCC3)CCCCC12 (stereo unspecified)	10	-0.2	2	1.3
CCC(=O)Nc1nnc(SCC(=O)NCc2ccccc2)s1	-3	0.7	1	0.6
Cc1nc(N/N=C/c2cccc(F)c2)cc(N2CCOCC2)n1	-10	-0.2	-5	1.7
COc1ccc([N+](=O)[O-])cc1S(=O)(=O)Nc1ccc2c3c(cccc13)C(=O)N2	2	-0.1	-7	0.0
Cc1nn(C(=O)c2cc(-c3ccccc3)nc3ccccc23)c(C)c1Sc1ccc(Cl)cc1	4	0.2	18	0.6
Cc1ccc(NC(=O)C2COc3ccccc3O2)c(C)c1 (stereo unspecified)	-32	0.0	9	-0.2
Cc1cc(C)n(-c2nc3ccccc3n3cnnc23)n1	8	0.1	-2	0.5
Cc1nn(-c2ccccc2)c2c1C1C(C2)C1(C)C (stereo unspecified)	3	0.1	6	-0.3
Clc1nc(NCc2ccco2)nc(Nc2ccc3c(c2)OCO3)n1	-13	-0.2	3	0.3
COc1ccc(-c2noc(N3CCCC(C(=O)N(C)c4ccccc4F)C3)n2)cc1 (stereo unspecified)	10	0.0	12	-1.8
O=C(NCCC1=CCCCC1)C1CCCN1S(=O)(=O)c1ccc2ccccc2c1 (stereo unspecified)	0	0.1	-1	-0.7
Cc1ccc(NC(=O)CCCCCNC(=O)c2ccc(Br)cc2)cc1	-6	0.6	15	-0.5
COCCN1C(=O)/C(=C/c2c(N3CCOCC3)nc3c(C)cccn3c2=O)SC1=S	-2	-0.1	1	-1.5
Cc1ccc(C(C)NC(=O)c2ccccc2)cc1 (stereo unspecified)	11	0.3	14	0.3
COC(=O)c1sccc1NC(=O)c1cccc2c1SCCC2=O	10	-0.1	6	-0.8
c1ccc(C2CCC(NCCc3c[nH]c4ccccc34)CC2)cc1 (stereo unspecified)	8	-0.3	9	-0.9

Some entries already given, limited to TEAD-YAP block:
mol | TEAD-YAP block
N#Cc1ccc2ccn(CC(=O)NC3CCCCCC3)c2c1 | -6
COc1ccc(CN2CCN(Cc3ccc(C#CC(C)(C)O)cc3)CC2CCO)c(F)c1 (stereo unspecified) | 5
CC(=O)N1CN(C(C)(C)C)Cc2c1sc1c2CCCC1 | 5
COC(=O)N/N=C/c1cc(C)n(-c2ccc(Br)cc2)c1C | -7

Other structures.
SMILES	TEAD-YAP block	FBW7 act	MITF inh	GPR151 ag
Cc1ccc(/C=C2/N=C(c3cccc([N+](=O)[O-])c3C)OC2=O)cc1	-3	0.1	5	3.8
O=C(Nc1ccccc1[N+](=O)[O-])c1cccc([N+](=O)[O-])c1	-20	-0.2	10	0.9
CC(=O)OC[C@H]1O[C@@H](O/N=C2\C[C@@H](O)[C@@H](O)[C@@H]3[C@@H]4C(=O)N(C5CCCCC5)C(=O)[C@@H]4CC[C@H]23)C(OC(C)=O)[C@@H](OC(C)=O)C1OC(C)=O (stereo partly specified)	.	0.2	9	-2.4
CN(Cc1nccn1C)c1ncnc2sc3c(c12)CCC3	-2	-0.1	15	0.6
CCc1ccc(CNCc2c(C(=O)O)n(CC)c3cc(OC)ccc23)cc1	-23	-0.1	-8	-0.7
Cc1ccccc1OCC(=O)N/N=C/c1ccc(Cl)c([N+](=O)[O-])c1	-6	0.2	0	0.2
O=C(Nc1cccnc1Cl)c1cnn2c(C(F)(F)F)cc(-c3ccc(Br)cc3)nc12	3	0.0	3	0.7
CCCN1CCN(C(=O)Cn2nc(C)n3c(cc4sccc43)c2=O)CC1	7	-0.2	12	0.9
O=c1[nH]c(N2CCOCC2)nc2c1CN(C1CCCC1)CC2	5	0.0	18	1.3
OCCC1CN(Cc2cnn(-c3cccc(F)c3)c2)CCN1C1CCCCC1 (stereo unspecified)	6	-0.1	4	0.7
O=C(CCCN1CCOCC1)c1cc(S(=O)(=O)N2CCc3ccccc32)ccc1F	6	0.0	7	-0.1
CCOC(=O)c1c(NC(=O)c2cccc(Br)c2)sc2c1CCC(C)C2 (stereo unspecified)	3	0.0	-15	-0.3
COc1c(O)ccc(C2CC(=O)Nc3ccc4ccccc4c32)c1[N+](=O)[O-] (stereo unspecified)	14	0.0	-9	-0.2
NC(=O)c1sc2nc(C3CC3)cc(-c3ccc(Br)cc3)c2c1N	-3	0.1	-25	-0.2
O=C(NCc1ccncc1)C(=O)N/N=C/c1ccncc1	13	0.3	8	-0.1
Cc1ccc(C(=O)Oc2coc(CSc3ncccn3)cc2=O)cc1	-3	0.2	-4	-1.8
Cn1cnc(NC(=O)c2cccc(-n3cc(NC(=O)Cc4ccccc4)cn3)c2)n1	4	-0.2	3	0.5
COc1cccc(/C(C)=N/NC(=O)c2cc(-c3cccnc3)nc3ccccc23)c1	10	0.2	7	-0.6
COc1ccc(CNC(=O)c2ccc(CNc3nc(=S)[nH]c4ccccc34)cc2)cc1	-1	0.0	14	-0.1
CC1(C)C=C(/C=C/c2ccccc2Cl)NC(=S)N1	0	-0.1	9	1.4
O=C(Nc1ccc(Br)cc1F)C1CCCN(c2ccc(-n3ccnc3)nn2)C1 (stereo unspecified)	-4	-0.1	3	-2.0
Cc1cc(C)nc(Nc2ccc(Nc3ccccc3)cc2)n1	33*	-0.3	7	-2.5
CC(C)Cc1cc(C(=O)NC(C)C)no1	-10	0.0	2	1.2
C/C(CC(=O)Nc1ccc(Cl)cc1Cl)=N\NC(N)=S	15	-0.2	-9	0.0
CCOc1ccc(S(=O)(=O)NCCCCN2CCOC(c3ccccc3)C2)cc1F (stereo unspecified)	11	-0.4	0	0.3
Cc1c(N2C(=O)c3cccc4cccc(c34)C2=O)c(=O)n(-c2ccccc2)n1C	0	-0.1	-2	-0.5
COc1ccc(-c2cc3c(=O)n(CC(=O)NCCCN4CCOCC4)ncn3n2)cc1	-26	-0.1	0	-2.6
O=C1/C(=C/c2ccc(O)cc2)NC(=S)N1c1ccccc1	-1	0.5	13	-0.9
C=COCCNC(=S)Nc1ccc(Br)cc1	-4	0.2	-19	-1.0
O=C(Nc1ccc([N+](=O)[O-])cc1Br)c1ccc([N+](=O)[O-])cc1	-17	-0.1	-11	0.5
COc1ccc(C2CC(C(F)(F)F)n3ncc(C(=O)O)c3N2)cc1OC (stereo unspecified)	-6	0.1	0	0.3
Fc1cc(-c2ccnc(Nc3ccc(-n4ccnn4)cc3)n2)cc(N2CCOCC2)c1	20	0.1	-3	0.6
CC1=NN(c2cccc(C(=O)O)c2)C(=O)/C1=C\c1cccs1	-5	-1.0	31	-2.3
COc1ccc(C2=NN3C(C2)c2ccccc2OC32C(=O)Nc3ccccc32)cc1OC (stereo unspecified)	-59	0.9	4	-0.4
CC(=O)Nc1ccc(SC(F)(F)F)cc1	-2	-0.1	5	0.0
CCOC(=O)c1ccc(CN(CCN2CCOCC2)S(=O)(=O)c2ccc(Cl)cc2)cc1	-11	0.6	11	-0.4
CC1(C)NC(=O)N(CC(O)COc2ccc(C(C)(C)C)cc2)C1=O (stereo unspecified)	-8	-0.2	-3	1.2
